Source: PubChem
GBA activity up: glucocerebrosidase activity enhancement | P04062 | L444P Gaucher fibroblasts, 4-MU-glucoside fluorescence, 3 days | activation, % at 10 µM | hit rate 0.44% among 30,000 | AID 784; in the data active = activation above about 65%;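 note: 0% = vehicle wells and 100% = positive control wells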
Target sequence (P04062 whole entry L483P): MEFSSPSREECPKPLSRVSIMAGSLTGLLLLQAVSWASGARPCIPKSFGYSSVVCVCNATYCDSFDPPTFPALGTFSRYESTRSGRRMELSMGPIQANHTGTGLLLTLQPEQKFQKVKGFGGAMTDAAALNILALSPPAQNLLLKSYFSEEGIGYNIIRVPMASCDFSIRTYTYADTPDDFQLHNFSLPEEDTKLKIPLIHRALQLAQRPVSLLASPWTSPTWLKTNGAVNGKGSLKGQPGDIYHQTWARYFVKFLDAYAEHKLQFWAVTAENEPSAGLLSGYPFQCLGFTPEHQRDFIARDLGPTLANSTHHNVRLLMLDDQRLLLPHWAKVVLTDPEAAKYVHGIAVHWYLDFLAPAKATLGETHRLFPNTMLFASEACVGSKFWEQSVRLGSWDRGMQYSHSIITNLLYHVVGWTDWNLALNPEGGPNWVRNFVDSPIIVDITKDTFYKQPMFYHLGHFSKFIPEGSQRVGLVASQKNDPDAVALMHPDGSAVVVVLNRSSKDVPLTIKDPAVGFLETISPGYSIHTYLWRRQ
Active calls of the source: *. A portion of the library. The share of hits here may be higher or lower than overall.

SMILES	GBA activity up
COc1cc2c(cc1NC(=O)C1CCCO1)oc1ccccc12 (stereo unspecified)	-3.1
Cc1ccc(Cn2c(=O)c3ccccc3n3c(SCC(=O)N4CCCCC4C)nnc23)cc1 (stereo unspecified)	-1.6
COCCN(CCOC)C(=O)CCn1c(=O)oc2ccccc21	3.2
CCn1c(CSc2nc(C)cs2)nc2cc(S(=O)(=O)N(C)C)ccc21	-1.5
CCOc1ccccc1N1CCN(S(=O)(=O)c2ccc3c4c(cccc24)C(=O)N3)CC1	-29.7
COc1ccc(C2NC(c3ccc(OC)c(OC)c3OC)C(C)C(=O)C2C)c(OC)c1OC (stereo unspecified)	12.0
CC(Sc1nnc(-c2ccc(Cl)cc2)n1C)C(N)=O (stereo unspecified)	31.8
COc1ccccc1-c1cc(C(F)(F)F)nc(S(=O)(=O)CCCC(=O)NC(C)C)n1	-78.8
COc1ccccc1NC(=O)CNC(=O)c1ccccc1	-15.8
C=CCSc1nc2c(cc1C#N)CCC2	13.3
Cc1cccc2cc(CN(Cc3nnnn3Cc3ccccc3)C3CCCC3)c(=O)[nH]c12	-6.2
CC(=O)Oc1ccc(/C=c2\sc3ncnn3c2=O)cc1	-2.8
c1ccc(Nc2nc(N3CCOCC3)nc(N3CCOCC3)n2)cc1	31.5
CC(O)c1cccc(NC(=O)CCC(=O)O)c1 (stereo unspecified)	-19.8
Cn1c(=O)cc(SCC(=O)NCC2COc3ccccc3O2)c2ccccc21 (stereo unspecified)	-38.8
O=C(Cn1cnc2c(oc3ccccc32)c1=O)c1ccccc1	-4.6
CCOc1ccc(OCC)c2sc(C)nc12	-55.5
Cc1noc(C)c1CSc1nc2ccccc2c(=O)n1-c1ccc(F)cc1F	4.5
CCCCNC(=O)C1CCCN(S(=O)(=O)c2ccc(-n3cnnn3)cc2)C1 (stereo unspecified)	-6.6
COc1ccc(OC)c(NC(=O)C2CCCCC2C(=O)O)c1 (stereo unspecified)	-4.6
CN(c1ccc(C(=O)O)cc1)S(=O)(=O)c1ccc(Cl)cc1	-45.5
Cc1cc(=O)oc2c1c(C)nn2-c1nn[nH]n1	-20.7
COC(=O)c1sc(=S)sc1C(=O)OC	-4.5
COc1ccc(N2CCN(C(=O)C(OC(C)=O)c3ccccc3)CC2)cc1 (stereo unspecified)	2.0

6 compounds picked at random from those above:
SMILES	GBA activity up
COc1ccc(OC)c(NC(=O)C2CCCCC2C(=O)O)c1 (stereo unspecified)	-4.6
Cc1noc(C)c1CSc1nc2ccccc2c(=O)n1-c1ccc(F)cc1F	4.5
CN(c1ccc(C(=O)O)cc1)S(=O)(=O)c1ccc(Cl)cc1	-45.5
O=C(Cn1cnc2c(oc3ccccc32)c1=O)c1ccccc1	-4.6
Cc1cc(=O)oc2c1c(C)nn2-c1nn[nH]n1	-20.7
c1ccc(Nc2nc(N3CCOCC3)nc(N3CCOCC3)n2)cc1	31.5

Next section:
SMILES	GBA activity up
CC(SCC(=O)Nc1ccc(S(=O)(=O)N2CCCCC2)cc1)C(=O)O (stereo unspecified)	-10.8
O=C(CSc1nnnn1C1CCCC1)N1CCN(C(=O)c2ccco2)CC1	-4.5
C=CCn1c(=O)/c(=C/c2cc(OC)c(OC)c(OC)c2)s/c1=C(/C#N)c1nc2ccccc2n1C	-56.8
COc1ccc(-n2c(SCC#N)nnc2-c2ccc(NS(=O)(=O)c3ccc(C)cc3)cc2)cc1	-9.9
COc1ccc2oc(=O)c(C(=O)N3CCN(c4ccccc4)CC3)cc2c1	22.9
O=C(O)c1cccc(COCC(F)(F)C(F)F)c1	9.9
N#CCCn1c(SCC(=O)N2CCN(S(=O)(=O)c3ccccc3)CC2)nc2ccccc21	-1.7
CCOc1ccc(C2C(C(=O)OC)=C(C)N=C3SCCC(=O)N32)cc1OCC (stereo unspecified)	25.4
CCOC(=O)C1CCCN(C(=O)C2CCN(S(=O)(=O)c3cnc[nH]3)CC2)C1 (stereo unspecified)	-5.2
CCOCCCN1CC(C(=O)NCCc2ccccc2)CC1=O (stereo unspecified)	2.4
C(=C\c1ccccc1)/CSc1nnc(-c2cccnc2)o1	-7.8
O=C1CC(Sc2nnc(-c3ccccc3)o2)C(=O)N1c1ccccc1 (stereo unspecified)	-8.1
CCc1nnc(NC(=O)CN2C(=O)c3ccccc3S2(=O)=O)s1	-6.7
CCCn1c(C)cc(C(=O)COC(=O)c2ccc(Cl)c(S(=O)(=O)N3CCCC3)c2)c1C	-0.4
Cc1nn(Cc2ccccc2)c(C)c1NC(=O)CCC(=O)O	3.1
O=C(COC(=O)c1cc(S(=O)(=O)N2CCOCC2)cs1)c1ccccc1	2.2
COC(=O)c1cn(C)c2ccc(S(=O)(=O)N3CCCCC3)cc2c1=O	-6.5
Cc1ccccc1OCC1CN(CN2CCOCC2)C(=O)O1 (stereo unspecified)	-6.8
COc1ccc2cc(CN(CCCN3CCOCC3)Cc3nnnn3C3CCCCC3)c(=O)[nH]c2c1	6.8
O=C(c1cn(-c2ccccc2)nc1-c1cccs1)N1CCN(c2ccccn2)CC1	-5.2
CCOC(=O)c1cc(NC(=O)c2cccnc2)cc(C(=O)OCC)c1	0.4
O=C(c1ccc(F)cc1)C1CCN(C(=O)NCc2ccccc2)CC1	-4.3
CC(C)C(=O)Nc1nnc(SCC(=O)NCc2cccs2)s1	-2.2
Cc1ccc(NC(=O)C2CCCN(S(=O)(=O)c3c(C)noc3C)C2)nc1 (stereo unspecified)	20.2
Cc1cccc(C)c1N(CC(=O)Nc1cccc(N(C)S(C)(=O)=O)c1)S(C)(=O)=O	-23.4
O=C(O)c1ccc(-n2c(-c3ccccc3)n[nH]c2=S)cc1	0.5
CCCC(c1nnnn1C1CCCC1)N1CCN(c2ccccc2F)CC1 (stereo unspecified)	17.0
CCSc1cc(C2C(C(=O)OC)=C(C)NC3=C2C(=O)CCC3)c(C)o1 (stereo unspecified)	-12.4
O=C(CCCCCN1C(=O)CCC1=O)Nc1ccc2c(c1)OCCO2	20.6
Cc1ccccc1NC(=O)c1c(O)c2cccc3c2n(c1=O)CCC3	-55.1
COC(=O)c1ccccc1NS(=O)(=O)c1ccc(F)cc1	-6.9
COc1ccc(C(=O)NC(=O)N2CCCCC2)cc1	-14.1
Cn1c(=O)c2c(nc(SCC(=O)NCc3ccco3)n2C)n(C)c1=O	-21.8
Cc1ccccc1NC(=O)c1ccccc1O	-29.4
CC(C)(C)c1ccc(-c2nc(C#N)c(NCc3ccncc3)o2)cc1	-54.1
CCc1ccccc1NC(=O)c1nnn(CC(=O)Nc2cccc(C)c2C)c1N	4.7
O=C(Nc1ccc(S(=O)(=O)N2CCCCC2)cc1)c1ccncc1	-19.4
C/C=C/CSc1nc2c(c(=O)[nH]c(=O)n2C)n1C(C)C	-56.2
CCc1nnc2sc(-c3ccc(NC(=O)CSc4ccc(Cl)cc4)cc3)nn12	-0.1
COc1ccc2[nH]cc(C(=O)N3CCCCC3)c(=O)c2c1	7.8
Clc1ccc(-c2nnc(N3CCCC3)nn2)cc1	-49.2
COCCn1c(SCC(=O)N2CCCC2)nnc1-c1ccoc1C	-5.7
CCc1nnc(NC(=O)CSc2ncc(-c3ccccc3)n2CC)s1	-7.5
COc1ccc(N2CCN(S(=O)(=O)c3ccc(Br)s3)CC2)cc1	-27.2
CN1C(=O)CSc2ccc(NC(=O)NCCC3=CCCCC3)cc21	-48.7
COC(=O)Cc1n[nH]c(=S)[nH]c1=O	-33.8
CCCCC(CC)Cn1c2nc3ccccc3nc2c2c(=N)oc(C)nc21 (stereo unspecified)	10.1
Cc1ccccc1OC(C)C(=O)NC1CCCC1 (stereo unspecified)	-0.2

A different layout for 4 compounds above.
> O=C(Nc1ccc(S(=O)(=O)N2CCCCC2)cc1)c1ccncc1
- GBA activity up = -19.4

> CCc1nnc(NC(=O)CSc2ncc(-c3ccccc3)n2CC)s1
- GBA activity up = -7.5

> Clc1ccc(-c2nnc(N3CCCC3)nn2)cc1
- GBA activity up = -49.2

> COC(=O)Cc1n[nH]c(=S)[nH]c1=O
- GBA activity up = -33.8

Other compounds follow:
SMILES	GBA activity up
Cc1ccc(CNn2cnnc2SCC(=O)NC(C)(C)C)cc1	-22.1
Cn1c(=O)n(C)c2cc(C(N)=O)ccc21	-60.1
CC(C)N1C(=O)CCC1C(=O)NCCc1ccccc1 (stereo unspecified)	-13.4
CSc1nc2ccc(NC(=O)C3CCCO3)cc2s1 (stereo unspecified)	8.8
COc1cc(NC(=O)CCN2CCN(c3ccccc3F)CC2)cc(OC)c1	6.1
C=C(C)n1c(=O)[nH]c2ccccc21	-16.1
NCc1ccc(-c2nc3ccccc3o2)cc1	51.2
Cc1cc(C)cc(NC(=O)CSc2nnc(-c3ccc(S(=O)(=O)N4CCCC4)cc3)o2)c1	-8.0
CSc1nsc(SC)c1NC(=O)N1CCCC1	-54.8
CCSc1nnc(NC(=O)CSc2nccn2-c2cccc(C)c2)s1	-3.5
c1ccc(-c2nc(NC3CC3)nc(-n3ccnc3)n2)cc1	-33.0
COc1ccc(C(=O)N2CCN(Cc3ccccc3C)CC2)cc1OC	-4.3

The last 7 entries of the part above open the next one:
SMILES	GBA activity up
C=C(C)n1c(=O)[nH]c2ccccc21	-16.1
NCc1ccc(-c2nc3ccccc3o2)cc1	51.2
Cc1cc(C)cc(NC(=O)CSc2nnc(-c3ccc(S(=O)(=O)N4CCCC4)cc3)o2)c1	-8.0
CSc1nsc(SC)c1NC(=O)N1CCCC1	-54.8
CCSc1nnc(NC(=O)CSc2nccn2-c2cccc(C)c2)s1	-3.5
c1ccc(-c2nc(NC3CC3)nc(-n3ccnc3)n2)cc1	-33.0
COc1ccc(C(=O)N2CCN(Cc3ccccc3C)CC2)cc1OC	-4.3
CCOc1ccc(CCNC(=O)c2cc3sccc3n2C)cc1OCC	6.6
O=C(C1CCC1)N1CCc2cc(S(=O)(=O)N3CCc4ccccc4C3)ccc21	3.9
CCN1CCN(c2ncc(C(=O)N3CCCc4ccccc43)c3ccccc23)CC1	-21.3
O=C(NCCN1CCOCC1)c1cc(-c2ccc(Cl)cc2)on1	-1.2
CCN(CC)CCN1C(=O)C(=O)/C(=C(/O)c2cnn(-c3ccccc3)c2C)C1c1cccnc1 (stereo unspecified)	-9.7
CCOc1cc(CNn2cnnc2)ccc1OCC(=O)NC1CCCCC1	2.2
N#Cc1c[nH]n2c(=O)cc(Cc3ccccc3)nc12	-12.5
Cc1[nH]n2c(=O)c3c(nc2c1-c1ccc(Cl)cc1)CCC3	-63.8
O=S(=O)(NCc1ccccc1)c1cnc[nH]1	3.5
Cc1cccc(OCc2nnc(SCC(=O)N3CCCC3)n2C)c1	5.7
CCOC(=O)C1CCN(C=Nc2cc(C)on2)CC1	-3.3
COCCOC(=O)C1=C(C)NC(=O)NC1c1cn(-c2ccccc2)nc1-c1cccs1 (stereo unspecified)	-6.7
Cc1[nH]n2c(=O)c3c(nc2c1-c1ccccc1)CCCC3	-3.9
COc1ccc(-c2nnc(-c3ccc(Br)o3)o2)cc1OC	14.7
O=C(c1ccco1)N1CCN(C(=O)c2ccc(COc3ccc(F)cc3)o2)CC1	0.2
CS(=O)(=O)N1CCN(c2ncccn2)CC1	25.1
CC(=O)N(CC(=O)Nc1nn(-c2ccccc2)nc1C(N)=O)Cc1ccccc1	-20.1
Cc1scc(C(=O)NCc2ccco2)c1-c1ccccc1	-5.0
Cc1onc(-c2ccccc2Cl)c1C(=O)NCCN1CCOCC1	-1.0
CCc1nnc(NC(=O)C2CCCN(c3nc(C)cc(C)n3)C2)s1 (stereo unspecified)	-40.6
CCOC(=O)CNC(=O)CSc1nnc(Cn2c(=O)sc3ccccc32)n1-c1ccccc1C	-1.5
COc1cccc(N2CC(C(=O)Nc3ccc(C(=O)OC(C)C)cc3)CC2=O)c1 (stereo unspecified)	-19.1
CCOC(=O)c1cccc(NC(=O)CSc2nnc(-c3ccoc3C)n2CCOC)c1	-16.4
CN1CC(=O)NC1=NC(=O)c1cc(F)c(F)cc1Cl	3.0
O=C(Nc1sc2c(c1C(=O)NCC1CCCO1)CCCC2)c1cccs1 (stereo unspecified)	20.8
COCCOC(=O)C1=C(C)Nc2ncnn2C1c1ccc(F)cc1 (stereo unspecified)	5.5
CCN=C1SC(CC(=O)Nc2sc3c(c2C#N)CCCC3)C(=O)N1CC (stereo unspecified)	-44.6
COc1ccc(NC(=O)Nc2ccc(N(C)C)cc2)cc1	3.8
Cc1nnc(NC(=O)CCC(=O)N2CCC(C)CC2)s1	-0.3
CCOC(=O)c1ccc(N2C(=O)CC(C3CCCO3)C2=O)cc1 (stereo unspecified)	1.3
O=C(NCc1cccnc1)C1CCN(S(=O)(=O)N2CCC3(CC2)OCCO3)CC1	-6.6
CC1(C)CC(=O)C2=C(C1)N(c1ccccc1)C(N)=C(C#N)C2c1cccnc1 (stereo unspecified)	-1.6
CCCCOC(=O)C1=C(C)Nc2ncnn2C1c1ccc(OC)c(OC)c1OC (stereo unspecified)	-13.5
COC(=O)c1c(-c2ccc(OC)c(OC)c2)csc1N	6.5
Cn1ccnc1Sc1nnnn1-c1ccccc1	-4.8
C(=C\CSc1nnnn1-c1ccccc1)/CSc1nnnn1-c1ccccc1	-12.3
Cc1ccc(Cn2c(SCC(N)=O)nc3c2c(=O)n(C)c(=O)n3C)cc1	7.5
O=c1c2ccccc2nc(SCc2nc3ccccc3s2)n1Cc1ccco1	-15.3
CC(=O)Nc1cccc(Oc2ccc(-c3noc(C)n3)cc2)c1	-15.3
Cc1ccc(C(=O)OCc2cn3ccccc3n2)cc1	5.6
CCN(CC)CCCC(C)NC1=NCCCCC1 (stereo unspecified)	12.8
Cc1nc(SCc2ccccc2)c(C(F)(F)F)c(=O)[nH]1	6.7
COc1ccc(-c2nnc(CSc3ncnc4sc5c(c34)CCC5)o2)cc1OC	11.6
Nc1ncc(-c2cc3ccccc3oc2=O)s1	-30.5
CCOC(=O)c1cc(-c2cccs2)nn1CCC#N	-4.4
CCn1cc(C(C)(C)C)c(C#N)c1NC(C)=O	-40.8
Cc1ccc(S(=O)(=O)N2CCCC2C(=O)N(C)Cc2cccs2)cc1 (stereo unspecified)	-11.1
O=S(=O)(CCc1ccccc1)/N=C/c1cccs1	-25.1
